# FXIIa single: inhibitors of human coagulation factor XIIa | 33,000 compounds, 0.2% hits | inhibition, % at 10 µM | purified human FXIIa, AMC substrate fluorescence, 2 h | AID 701 | P00748; in the data active = inhibition above about 30%;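 also: 0% = enzyme with vehicle only and 100% = no enzyme blank; many of its hits are not listed in these tables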
# FXIa single inh: inhibitors of human coagulation factor XIa; AID 687; inhibition, % at 10 µM; purified human FXIa, fluorogenic AMC substrate cleavage; 33,000 compounds, 0.3% hits; P03951;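 active = inhibition above 40% in the primary screen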;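 also: 0% = enzyme without compound and 100% = blank wells lacking enzyme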
# Target sequence (P03951 19-387 limits assumed): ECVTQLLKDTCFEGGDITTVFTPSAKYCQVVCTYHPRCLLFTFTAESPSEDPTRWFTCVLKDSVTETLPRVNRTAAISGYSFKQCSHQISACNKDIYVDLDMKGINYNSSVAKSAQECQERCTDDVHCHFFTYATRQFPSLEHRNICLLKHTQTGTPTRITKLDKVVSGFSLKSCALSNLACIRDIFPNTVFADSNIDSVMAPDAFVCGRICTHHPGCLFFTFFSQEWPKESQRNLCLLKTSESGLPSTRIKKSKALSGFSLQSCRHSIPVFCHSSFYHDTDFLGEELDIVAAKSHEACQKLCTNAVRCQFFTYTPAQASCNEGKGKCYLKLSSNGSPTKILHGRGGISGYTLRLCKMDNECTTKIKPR
# Target sequence (P03951 388-625 limits assumed): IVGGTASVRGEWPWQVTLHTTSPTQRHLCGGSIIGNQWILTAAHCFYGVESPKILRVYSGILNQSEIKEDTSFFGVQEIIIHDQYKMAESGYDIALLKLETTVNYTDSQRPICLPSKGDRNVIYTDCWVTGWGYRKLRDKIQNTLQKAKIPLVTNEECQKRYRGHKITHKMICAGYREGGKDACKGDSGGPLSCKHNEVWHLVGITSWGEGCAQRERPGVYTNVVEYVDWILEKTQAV
# Active calls of the source: *. Only part of the results is shown; count on the stated rates, not on these rows.
FXIIa single,FXIa single inh,Structure
-4,3,O=C1c2ccc(-c3nc4ccccc4o3)cc2C(=O)N1Cc1cccnc1
11,3,CCOc1ccc(NC(=O)c2ccccc2NC(=O)CN(C)CC(=O)Nc2ccc(C)cc2)cc1
5,10,Oc1ccc(Cl)cc1-c1cc(-c2cccc(Br)c2)n[nH]1
5,-1,O=S1(=O)N=C(Nc2nc3c(s2)CCCC3)c2ccccc21
-12,-9,COc1ccc(NC(=O)c2cc3n(n2)C(C(F)(F)F)CC(c2ccc(OC)cc2)N3)cc1 (stereo not given)
6,7,CC1CCCN(C/C(O)=C(\C#N)c2nc3ccccc3[nH]2)C1 (stereo not given)
0,-3,COc1ccc(Cl)cc1NC(=O)C1CCCN(c2cc(C)nc3ncnn23)C1 (stereo not given)
-15,14,COc1cccc(C(=O)N2CCN(S(C)(=O)=O)CC2)c1
-15,3,CC(C)=CC(=O)NCCc1ccccc1
10,5,Cc1cc2c(OCC(O)CNC(C)(C)C)cccc2[nH]1 (stereo not given)
5,2,CCOC(=O)N1CCC(Nc2c(NCCCN(CC)Cc3ccccc3)c(=O)c2=O)CC1
4,0,CCOc1cc(C(=O)Nc2ccon2)cc(OCC)c1OCC
3,4,COc1ccc(NS(=O)(=O)c2ccc(N)cc2)nn1
-12,-9,O=C(Nc1ccccc1)c1cccc(S(=O)(=O)NCc2ccco2)c1
7,-8,Nn1c(SCC(=O)N2CCN(S(=O)(=O)c3ccccc3)CC2)nnc1-c1cccs1
10,6,O=C1C=C(c2ccc(Cl)cc2)OC2(CCCC2)O1
6,9,O=C(c1cnn2c(C(F)F)cc(-c3ccccc3)nc12)N1CCCc2ccccc21
2,11,CCCCN1CNC(=S)N(c2cc(C)ccc2C)C1
6,4,O=C(c1ccco1)N1CCN(C2CC(=O)N(c3ccccc3)C2=O)CC1 (stereo not given)
-6,-2,N#Cc1c(NCCN)nc(-c2ccccc2)c2c1CCCC2
20,15,CCOc1ccc2[nH]c(=O)c(CN(Cc3ccccc3OC)C(=O)c3ccccc3)cc2c1
5,-1,Cc1ccc(CCNC(=O)NC(C)(C)C)cc1
-3,-1,O=C(Nc1nnc(SCc2ccc(Cl)cc2)s1)C1CCCO1 (stereo not given)
7,-7,Clc1ccc(-c2noc(CCCc3ccccc3)n2)cc1
4,-4,Cn1c2c(c(=O)n(C)c1=O)C(NS(=O)(=O)c1ccc(Cl)cc1)(C(F)(F)F)C(=O)N2 (stereo not given)
6,6,CCN(CC)CCCN1CC(O)=C(c2nc3ccccc3s2)C1=N
4,3,CCOC(=O)CC(C#N)c1cn(C)c2ccccc12 (stereo not given)
0,-1,CN1CCN(C(=O)CN(Cc2ccccc2)S(C)(=O)=O)CC1
-11,-16,CCC(C)Nc1ncnc2c1cnn2Cc1ccc(Cl)cc1 (stereo not given)
4,5,Cc1ccc(C)c(CN2CCCN(C(=O)Cn3ncc4c3-c3ccccc3OC4)C2)c1

# Continuation:
FXIIa single,FXIa single inh,Structure
-19,5,Cn1nnnc1SCC(=O)Nc1ccccc1N1CCOCC1
5,5,Cc1nc2ccc(NC(=O)c3ccc(Cl)c(NC(=O)c4cccs4)c3)cc2s1
5,1,COCc1cc(C)nc(N2CCc3ccccc32)c1C#N
0,3,COc1cc2[nH]c(=O)n(CCC(=O)N3CCc4ccccc4C3)c(=O)c2cc1OC
2,8,Cc1c(/C=C(\C#N)c2nn(-c3ccccc3)c(N)c2C#N)c2ccccc2n1Cc1ccc(F)cc1
3,1,Cc1cc2ccccn2c1C(=O)c1nc(N2CCOCC2)ncc1Cl
6,-6,COc1cc(NC(=O)c2cc(C(C)C)on2)c(OC)cc1Cl
-1,-4,CCC1=[N+](C)CCn2c(C)ccc21
9,0,CCc1ccccc1NC(=O)C(Cc1cccc(OC)c1OC)c1nn[nH]n1 (stereo not given)
4,-9,Cc1cc(C)nc(NS(=O)(=O)c2ccc(NC(=O)COc3ccccc3)cc2)n1
-12,34,CC(=O)Nc1ccc(S(=O)(=O)N(CCO)Cc2ccccc2)cc1
2,1,CC(C)(C)NS(=O)(=O)c1ccc(NS(C)(=O)=O)cc1
-19,17,CCCCOc1ncnc2c1[nH]c1ccc(OCC)cc12
-9,11,CCOC(=O)c1cnn(-c2ccccc2)c1N
7,-1,Cc1nc(SCC(=O)NC(C)c2ccccc2)c2oc3ccccc3c2n1 (stereo not given)
-2,-12,COC(=O)c1c(NC(=O)C2CCCO2)sc2c1CCC2 (stereo not given)
6,5,O=C(Nc1ccc(S(=O)(=O)N2CCc3ccccc3C2)cc1)c1ccccc1
-2,-2,COc1cccc2cc(C(=O)NCc3ccccn3)c(=O)oc12
-16,0,c1ccc(C(c2nnnn2Cc2ccco2)N2CCN(c3nc4ccccc4s3)CC2)cc1 (stereo not given)
5,1,Nc1nc(CN2CCC(Cc3ccccc3)CC2)nc(Nc2ccccc2)n1
2,6,CC(Sc1nc(-c2ccccc2)cc(C(F)(F)F)n1)C(=O)N1CCCCC1 (stereo not given)
2,2,COCCNC(=O)CCc1ccc(S(=O)(=O)Nc2ccc(C)cc2)cc1
3,-2,CCCCNC(=O)C1CC(=O)N(C2CCCC2)C1 (stereo not given)
-9,19,CC(Oc1ccc(F)cc1)C(=O)Nc1ccc2ccccc2c1 (stereo not given)
4,-2,CCc1cc2c(=O)n(-c3ccc(C)cc3)cnc2s1
2,-2,CCNc1nc(NCC)n2c(SCc3nc4ccccc4c(=O)[nH]3)nnc2n1
6,1,COC(=O)C1(C(O)C(=O)c2ccc(C)cc2C)CCCCC1 (stereo not given)
4,-12,Cc1cc(C)cc(Oc2ncnc3c2ncn3Cc2c(Cl)cccc2Cl)c1
-17,-8,COCCN1C=C(C(=O)OC)C(c2ccccc2C(F)(F)F)C(C(=O)OC)=C1
4,17,COc1ccc(CNC(=O)Cn2nc(Cc3cccnc3)c3ccccc3c2=O)cc1

# Continued.
FXIIa single,FXIa single inh,Structure
2,0,CCOC(=O)c1cc(-c2ccc(C)cc2)n(CCC(=O)NCCN(C)C)c1C
8,-9,O=C(c1ccccc1NS(=O)(=O)c1ccc(F)cc1)N1CCCC1
2,-2,CC(=O)c1cc(-c2ccccc2)n(CC(=O)N2CCC(C)CC2)c1C
6,-8,O=C(c1cc2sccc2n1Cc1ccc(F)cc1)N1CCCc2ccccc21
5,1,Cc1cc(NC(=O)CSc2nc3ccccc3c(=O)n2C2CCCC2)no1
-5,-8,COc1ccc(O)c(-c2cc(C(F)(F)C(F)F)nc(-c3ccccc3)n2)c1
-4,1,COc1ccc2cc(CN(CC3CCCO3)S(=O)(=O)c3ccccc3Cl)c(=O)[nH]c2c1 (stereo not given)
3,-5,Cc1cccc(Cn2c(SCCO)nc3c2c(=O)n(C)c(=O)n3C)c1
-7,1,COc1ccc(N(CC(=O)NCc2ccco2)S(C)(=O)=O)cc1OC
5,-9,COc1ccc(N2C(=O)CC(N3CCC(c4nc5ccccc5[nH]4)CC3)C2=O)cc1 (stereo not given)
2,7,O=C(CSc1nccc(=O)[nH]1)N1CCc2ccccc2C1
0,-3,CCOC(=O)C(C)Oc1nc(Oc2ccccc2)nc(N(C)C)n1 (stereo not given)
3,9,Cc1ccc(C2Oc3ccccc3C3=C2C(c2cccs2)n2ncnc2N3)cc1 (stereo not given)
-4,8,COc1cc(-c2nc3ccccc3s2)ccc1O
25,-1,CCSc1nc(N2CCOCC2)c2c(c1C#N)CC(C)(C)N(C)C2
10,1,O=C(CCC1CC(=O)Nc2ccccc21)NCc1ccccc1 (stereo not given)
0,-14,CC1CCN(C(=O)CCCNC(=O)Cn2cnc3sc4c(c3c2=O)CCCC4)CC1
7,-3,COc1ccc(Cl)cc1NC(=O)CCn1cnc2ccccc2c1=O
6,-5,NNC(=O)c1nnn(-c2nonc2N)c1-c1cccs1
-10,17,O=C(Nc1ccc(F)cc1)c1ccccc1F
6,5,COC(=O)CC(NC(=O)c1ccco1)c1cccc2ccccc12 (stereo not given)
8,9,CCOCCCNc1nc2c(c(=O)[nH]c(=O)n2C)n1CCCc1ccccc1
5,-5,O=C1C(=O)N(Cc2cccnc2)C(c2ccccn2)/C1=C(/O)c1ccc(Br)cc1 (stereo not given)
16,4,CCc1ccc2[nH]c(=O)c(CN(Cc3ccc(F)cc3)C(c3nnnn3CCN3CCOCC3)C(C)C)cc2c1 (stereo not given)
1,-1,CCOc1ccc(-c2nc3n(c(=O)c2C#N)CCCS3)cc1
5,2,CCOC(=O)c1csc(NC(=O)CSc2nnnn2-c2cccc(OC)c2)n1
4,-4,Cc1nc2ccccc2n1CCc1nc2c3ccccc3nc(=S)n2[nH]1
6,-7,COc1ccc(C(=O)Nc2ccc(Cl)cn2)cc1Cl
5,-3,CC(=O)c1ccc(CCCCCCCCCC(=O)O)s1
6,1,N[C@@H](Cc1cc(I)c(Oc2ccc(O)c(I)c2)c(I)c1)C(=O)O

# Profiles as entered above:
# Results for CC(=O)c1ccc(CCCCCCCCCC(=O)O)s1 = FXIIa single = 5; FXIa single inh = -3
# Results for Cc1cc(C)nc(NS(=O)(=O)c2ccc(NC(=O)COc3ccccc3)cc2)n1 = FXIIa single = 4; FXIa single inh = -9

# Molecules from the list above with two or more sulfur atoms (6):
FXIIa single,FXIa single inh,Structure
5,-1,O=S1(=O)N=C(Nc2nc3c(s2)CCCC3)c2ccccc21
7,-8,Nn1c(SCC(=O)N2CCN(S(=O)(=O)c3ccccc3)CC2)nnc1-c1cccs1
-3,-1,O=C(Nc1nnc(SCc2ccc(Cl)cc2)s1)C1CCCO1 (stereo not given)
5,5,Cc1nc2ccc(NC(=O)c3ccc(Cl)c(NC(=O)c4cccs4)c3)cc2s1
2,1,CC(C)(C)NS(=O)(=O)c1ccc(NS(C)(=O)=O)cc1
5,2,CCOC(=O)c1csc(NC(=O)CSc2nnnn2-c2cccc(OC)c2)n1

# Other entries.
FXIIa single,FXIa single inh,Structure
9,-2,CC(NC(N)=O)C(=O)OCc1ccc(Cl)cc1Cl (stereo not given)
4,7,O=c1c(N2CCCCC2)coc2ccccc12
-13,24,O=C(NCC1CCCO1)c1ccc(CS(=O)(=O)c2ccc(Cl)cc2)o1 (stereo not given)
-17,-1,c1ccc(CCc2nc(-c3ccncc3)no2)cc1
-9,-8,Cn1nnnc1SCC(=O)N1CCN(c2cccc(Cl)c2)CC1
6,-12,CCOC(=O)c1c(NC(=O)CCl)sc(C(=O)N(CC)CC)c1C
3,7,O=C(CCCn1c(SCC(=O)c2ccccc2)nc2ccccc2c1=O)NCC1CCCO1 (stereo not given)
3,-7,CCn1c(=O)cc(N2CCCCC2)[nH]c1=O
5,0,CCC1(C(=O)OC)NC(c2ccco2)C2C(=O)N(c3ccccc3)C(=O)C21 (stereo not given)
3,19,COc1ccc(C(C)=O)cc1COc1ccc(-n2cnnn2)cc1
-1,-4,Cc1ccccc1NC(=O)CSC1=C(C#N)C(c2ccsc2)CC(=O)N1 (stereo not given)
-12,19,O=C(c1ccccc1)N1CCc2ccccc21
4,-3,Oc1ccc(-n2cnnn2)cc1
-19,-11,CCOc1ccc(-n2c(SCC(=O)NCc3ccco3)nnc2-c2c[nH]c3ccccc23)cc1
8,12,c1ccc(-n2c(-c3ccco3)nnc2-c2ccco2)cc1
4,-4,CC1CN(c2oc(-c3ccco3)nc2C#N)CC(C)O1 (stereo not given)
4,1,O=C(CSc1ncnc2c1oc1ccccc12)NCC1CCCO1 (stereo not given)
21,5,O=C(CCCCn1c(=O)[nH]c2ccsc2c1=O)NCc1ccc2c(c1)OCO2
3,-2,O=C(NCC1CCCO1)C(c1cccs1)N(Cc1cccs1)C(=O)Cn1nnc(-c2cccs2)n1 (stereo not given)
-10,-4,O=C(CSc1nc(N2CCCCC2)nc(N2CCCCC2)n1)NC1CCCCC1
-15,-13,CCc1nc(NCc2ccc3c(c2)OCO3)c2oc3ccccc3c2n1
1,-1,Cc1c(C#N)c(N)c(C(=O)c2ccccc2)n1Cc1ccccc1
8,7,CCN(CC)C(=O)c1cnn(-c2ccccc2)c1NC(=O)c1ccco1
7,-6,COc1ccc(/C=C2\N=C(SC)SC2=O)cc1OC
9,-5,Cn1c(SCc2nc(-c3cccs3)no2)nnc1C1CCCCC1
8,5,COc1ccc2c(c1)[nH]c1c(=O)n(CCN(C)C)cnc12
4,0,O=S(=O)(NC1CC1)c1ccc(S(=O)(=O)N2CCCC3(CCCCC3)C2)cc1
-5,-2,Cc1cc(C(=O)NCC(=O)O)c(C)o1
-5,-2,O=C1Cc2ccccc2C(c2ccc(Br)cc2)N1 (stereo not given)
9,0,CCOC(=O)C1C(=O)NC(N2CCN(Cc3ccccc3)CC2)=NC1c1ccccc1 (stereo not given)

# 2 compounds drawn at random from the list so far:
FXIIa single,FXIa single inh,Structure
9,-5,Cn1c(SCc2nc(-c3cccs3)no2)nnc1C1CCCCC1
4,0,O=S(=O)(NC1CC1)c1ccc(S(=O)(=O)N2CCCC3(CCCCC3)C2)cc1

# Next records follow.
FXIIa single,FXIa single inh,Structure
15,-5,O=C(Nc1ccccc1-c1ccccc1)c1ccc(NC(=O)c2ccco2)cc1
5,-11,N#Cc1ccccc1NC(=O)CSc1nnc(-c2ccc(F)cc2)n1-c1ccccc1
9,2,Cc1cc(C(=O)NNC(=S)NC(=O)/C=C/c2ccccc2Cl)n[nH]1
5,-8,COc1ccc2[nH]c3c(NCc4ccco4)ncnc3c2c1
5,8,CCCc1nc2sc3c(c2c(=O)n1NC(=O)CCC(=O)O)CCCC3
3,2,CC(C)(C)NS(=O)(=O)c1ccc(CCC(=O)N2CCOCC2)cc1
5,0,COc1ccc(-c2nn(-c3ccccc3)cc2/C=N/n2cnnc2)cc1OC
-15,-13,CCOc1ccc(-c2csc(N)c2C(=O)OC)cc1
10,-9,O/N=C/c1cn(-c2ccccc2)nc1-c1ccc2c(c1)OCCO2
5,-4,CCOC(=O)c1c(C)[nH]c(C(=O)COC(=O)CN2C(=O)C3CCCCC3C2=O)c1C (stereo not given)
9,-2,CCCCC(=O)NCCc1ccc(OC)cc1
